Screening data: PubChem BioAssay, National Center for Advancing Translational Sciences (NCATS)
Pf growth 96h: inhibits malaria parasite growth, 96 h; P. falciparum luciferase reporter growth, 96 h; Potency, µM (top dose mostly 28.7 µM), for the others: at the highest dose activity change, negative = inhibition, most hits filed as inhibitors; hit rate 6.9% among 320,000; AID 504834; further: potency means the concentration at half of the fitted maximal effect; on the % scale 0 is the no-effect control and ±100 the full control effect
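Compounds incubated with erythrocytes infected by luciferase-expressing P. falciparum (2% hematocrit, 0.05% parasitemia final) for 96 hours, 37 C in 5% CO2. Growth inhibition scored as decreased luciferase luminescence.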
LmPK inh: blocks Leishmania mexicana pyruvate kinase activity; Q27686; purified LmPK, Kinase-Glo ATP luminescence, 1 h; Potency, µM (titrated, usually from 57.5 µM), for inactives: at the highest dose activity change, negative = inhibition, usual class: inhibitors; hit rate 0.37% among 290,000; further: potency means the concentration at half of the fitted maximal effect; on the % scale 0 is the no-effect control and ±100 the full control effect
Target sequence (Q27686 whole entry, looked up): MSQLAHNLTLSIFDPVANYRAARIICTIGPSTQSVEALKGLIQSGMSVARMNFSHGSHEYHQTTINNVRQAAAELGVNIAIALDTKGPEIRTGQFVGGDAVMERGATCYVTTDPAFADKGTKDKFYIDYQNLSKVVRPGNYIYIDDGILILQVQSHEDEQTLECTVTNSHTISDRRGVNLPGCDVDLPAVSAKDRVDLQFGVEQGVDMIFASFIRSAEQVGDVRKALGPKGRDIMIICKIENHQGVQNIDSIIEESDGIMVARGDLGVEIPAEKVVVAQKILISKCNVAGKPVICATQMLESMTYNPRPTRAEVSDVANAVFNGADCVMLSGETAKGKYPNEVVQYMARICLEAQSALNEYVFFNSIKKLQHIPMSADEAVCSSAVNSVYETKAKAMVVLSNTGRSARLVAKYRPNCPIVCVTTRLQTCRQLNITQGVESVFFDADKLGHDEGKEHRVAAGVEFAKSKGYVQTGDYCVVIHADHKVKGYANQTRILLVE
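Screened at intermediate enzyme activity to detect both inhibitors and activators: LmPK at 0.1 nM, with a 0.5 nM enzyme column as activation reference. PEP 0.5 mM, ADP 0.1 mM; ATP detected by luminescence after 1 h.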
TbPYK inhibitor: T. brucei pyruvate kinase inhibition; TbPYK enzyme, Kinase-Glo Plus ATP luminescence, 45 min; Potency, µM (titrated, usually from 76.8 µM), without a hit: at the top dose activity, negative = inhibition, most hits filed as inhibitors; hit rate 0.12% among 410,000; further: potency means the concentration at half of the fitted maximal effect; on the % scale 0 is the no-effect control and ±100 the full control effect; nearly all actives have a fitted effect of over 50% in size
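ADP (130 uM final) triggers the TbPYK reaction after compound addition; incubation is 45 min at room temperature. Kinase-Glo Plus is then added and luminescence imaged. Normalized data are fitted to concentration-effect curves.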
CHX counter: affects cycloheximide protein synthesis inhibition readout, counter-screen; max response, %; cell reporter, cycloheximide protein synthesis inhibition counterscreen; hit rate 12% among 300,000; in the data active means max response mostly above about 13%, no sharp cut-off; inactive means mostly below about 14%; further: read at 38.3 µM for the half of the compounds with a filed dose; 0% is about no effect
Shiga inhibitor: Shiga toxin inhibition; Vero cells, Shiga toxin protein synthesis inhibition reporter; inhibition, % at 38.7 µM; hit rate 9.2% among 290,000; in the data active means inhibition mostly above about 28%, no sharp cut-off; inactive means mostly below about 43%; further: 0% is about no effect
AmpC no deterg: inhibitors of E. coli AmpC beta-lactamase without detergent; AID 485341; AmpC nitrocefin hydrolysis, absorbance 480 nm, 0.0001% Triton; P00811; Potency, µM (series often up to 57.1 µM), for inactives: top-dose activity change, negative = inhibition, hits mostly inhibitors; hit rate 0.52% among 330,000;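 further: potency means the concentration at half of the fitted maximal effect; plate controls were no compound for no effect and no enzyme for full effect; nearly all actives have a fitted effect of over 20% in size; some results filed as inactive show a strong effect at the top dose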
Target sequence (P00811 whole entry, looked up): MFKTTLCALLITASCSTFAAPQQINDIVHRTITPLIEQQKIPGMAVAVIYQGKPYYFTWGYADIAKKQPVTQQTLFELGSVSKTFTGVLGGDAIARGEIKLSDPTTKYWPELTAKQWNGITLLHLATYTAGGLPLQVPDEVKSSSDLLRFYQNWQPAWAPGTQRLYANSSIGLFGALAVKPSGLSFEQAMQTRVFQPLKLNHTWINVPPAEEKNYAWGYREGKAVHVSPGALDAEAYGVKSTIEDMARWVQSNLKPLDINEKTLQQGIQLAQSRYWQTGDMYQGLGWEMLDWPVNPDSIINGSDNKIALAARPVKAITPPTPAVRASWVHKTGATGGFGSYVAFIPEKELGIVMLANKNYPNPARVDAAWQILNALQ
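20 mM phosphate pH 7.0 + 0.01% (detergent screen) or 0.0001% Triton X-100; 5.3 nM AmpC reagent; cpd preinc 15 min RT; nitrocefin (800 uM stock) to start; A480 q20 s × 4 min; Activity was normalised to no-enzyme and no-compound control wells.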
Pf growth 48h: P. falciparum growth inhibition at 48 hours (one generation); P. falciparum luciferase growth in erythrocytes, 48 h; Potency, µM (titrated, usually from 28.7 µM), for the others: at the top dose activity change, negative = inhibition, actives largely listed as inhibitors; hit rate 5.9% among 310,000; further: potency means the concentration at half of the fitted maximal effect; on the % scale 0 is the no-effect control and ±100 the full control effect
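Cell-based growth assay: transgenic P. falciparum expressing firefly luciferase, cultured in red cells within RPMI 1640 containing 0.5% w/v Albumax, 24 mM bicarbonate and gentamycin. A drop in luciferase activity indicates inhibition.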
An asterisk follows results filed as active; ? = inconclusive; nt = no result given; [ ] = dose if it differs, or a comment. Unless noted, the call rests on the fitted dose curve; in most records, active means well fitted curve in the direction sought with a large enough effect; inconclusive means small, poorly fitted or top-dose-only effect, or another doubt; inactive means no such curve, though single readings can be large; an effect the other way counts as inactive or inconclusive.

SMILES | Pf growth 96h | LmPK inh | TbPYK inhibitor | CHX counter | Shiga inhibitor | AmpC no deterg | Pf growth 48h
O=C1CN(c2nc(-c3cccnc3)nc3sc4c(c23)CCCC4)CCN1 | ? | 11% | 0% | 7 | 4 | 254%[activator] | ?
CN1CCN(CCCNC(=O)c2ccc3c(c2)N(Cc2ccc(F)cc2)CCS3)CC1 | 10µM* | -2% | 7% | -9 | -21 | 191%[activator] | ?
Cc1ccc(CN=C(Nc2ccccc2)NC2CCCCC2)cc1 | ? | -2% | 2% | -3 | 7 | 5% | 10µM*
CC(Sc1nc2sc3c(c2c(=O)n1-c1ccccc1)CCCC3)C(=O)O (stereo not drawn) | 23% | 0% | -8% | -3 | -10 | -12% | 0%
N#Cc1cccc(C(=O)OCC(=O)c2ccc3c(c2)NC(=O)CO3)c1 | 38%[activator] | nt | -8% | nt | nt | -27% | -8%
Cc1cc(C)n(C(C)CNS(=O)(=O)c2ccc(C)c(C)c2)n1 (stereo not drawn) | 13% | -3% | 2% | -2 | 2 | 8% | 4%
O=C(c1ccco1)N1CCN(C(=S)Nc2ccc(Br)cc2Cl)CC1 | ? | 0% | 4% | 6 | -6 | 20% | 19%
CC(C)C(=O)Nc1ccc2oc(=O)ccc2c1 | 4% | 3% | 0% | -3 | 31 | -21% | 17%
COc1ccc(N2CCN(C(=O)CSc3nnc(-c4cccnc4)n3-c3ccc(F)cc3)CC2)cc1 | 55%[activator] | -2% | -4% | -3 | 17 | 117%[activator] | ?
O=C1CC(N2CCOCC2)C(=O)N1c1ccc2c(c1)OCO2 (stereo not drawn) | nt | 4% | -1% | -2 | -7 | -14% | 10%
CSc1ccccc1C(=O)Nc1ccc(C)cc1C | ? | 0% | 4% | 9 | -8 | -15% | -3%
O=C(COC(=O)Cc1c[nH]c2ccccc12)Nc1cccc2ccccc12 | ? | 1% | -11% | 0 | -5 | -32% | -17%
O=C(CCc1ccccc1O)N/N=C/c1ccc(Sc2cccc3cccnc23)o1 | 3.7µM* | 0% | -8% | 7 | 25 | -45% | nt
O=C(O)Cc1nc(-c2cccnc2)sc1-c1ccc(Br)cc1 | ? | -1% | -6% | 1 | -13 | -42% | ?
CC(=O)Nc1sc(N/N=C\c2ccccc2F)nc1-c1cccs1 | -59% | 0% | -5% | 38* | 62* | -42% | ?

A few values from the results shown:
In Pf growth 96h, N#Cc1cccc(C(=O)OCC(=O)c2ccc3c(c2)NC(=O)CO3)c1 is listed with 38%[activator]
In LmPK inh, Cc1ccc(CN=C(Nc2ccccc2)NC2CCCCC2)cc1 is listed with -2%
In CHX counter, O=C(COC(=O)Cc1c[nH]c2ccccc12)Nc1cccc2ccccc12 is listed with 0
In Pf growth 48h, CSc1ccccc1C(=O)Nc1ccc(C)cc1C is listed with -3%
In LmPK inh, Cc1cc(C)n(C(C)CNS(=O)(=O)c2ccc(C)c(C)c2)n1 (stereo not drawn) is listed with -3%
In LmPK inh, CC(C)C(=O)Nc1ccc2oc(=O)ccc2c1 is listed with 3%
In LmPK inh, O=C(O)Cc1nc(-c2cccnc2)sc1-c1ccc(Br)cc1 is listed with -1%

(next part)
SMILES | Pf growth 96h | LmPK inh | TbPYK inhibitor | CHX counter | Shiga inhibitor | AmpC no deterg | Pf growth 48h
CC1CCCN(C(=O)C2(NC(=O)Nc3cccc(F)c3)CCCCC2)C1 (stereo not drawn) | 0% | 9% | -3% | -3 | 20 | -24% | -14%
CN(C)C1(CNC(=O)c2cc(S(=O)(=O)N3CCOCC3)c(Cl)cc2Cl)CCCCC1 | 1% | nt | 0% | nt | nt | -17% | ?
CCn1c2ccccc2c2cc(NC(=O)COC(=O)Cc3cn4ccsc4n3)ccc21 | ? | 1% | -5% | -3 | 46 | -16% | 16%
Cc1cccc(C(=O)N[C@H](C(=O)Nc2ccc(C)c(S(=O)(=O)N(C)C)c2)C(C)C)c1 | ? | 2% | -2% | -2 | -5 | -20% | ?
c1csc(-c2cn3ccc4ccccc4c3n2)c1 | 105%[activator] | 8% | -6% | 1 | -18 | -10% | 0.26µM*
COc1cccc(CC(=O)Nc2cc(S(=O)(=O)N3CCOCC3)ccc2N2CCN(C)CC2)c1 | ? | nt | 1% | nt | nt | 79%[activator] | ?
CCn1c(CNC(=O)COc2ccc(C(C)C)cc2)nnc1SCC(=O)Nc1ccc(F)cc1 | 8.3µM* | 6% | 8% | -2 | 2 | 123%[activator] | nt
CCCc1nc(SCC(=O)N2CCc3ccccc3C2)c2ccccc2n1 | ? | 1% | -2% | 3 | -16 | 14% | -11%
Cc1ccc(NC(=O)NC(=O)c2cnccc2C(F)(F)F)c(C)c1 | ? | 5% | 2% | 7 | -3 | 31% | -9%
COCCN(CCOC)S(=O)(=O)c1ccc(C(=O)Nc2nc3c(s2)CCc2ccccc2-3)cc1 | 0% | 3% | 28% | -1 | -7 | 11% | 11%
CCOCCOC(=O)COc1ccc2c(=O)c(Oc3ccc(OC)cc3)coc2c1 | -4% | 3% | 5% | -1 | 1 | 9% | 4%[0.00184 µM]
CC1N=C(c2ccccc2)c2cc(Br)ccc2NC1=O (stereo not drawn) | ? | 5% | 2% | -1 | -5 | -10% | 23%
N/C(=N\N=C\c1ccnc2ccccc12)SC1CC(=O)N(c2ccc(Br)cc2)C1=O (stereo not drawn) | -5% | 3% | -10% | 1 | -7 | -33% | ?
CCOc1ccc2ccccc2c1/C=N/NC(=O)c1ccncc1 | -20% | 2% | 4% | -1 | 1 | 15% | 14%
COc1ccc(C2=NN(CN3C(=O)C(=O)c4ccccc43)C(c3ccc(OC)cc3)C2)cc1 (stereo not drawn) | ? | -2% | -16% | 76* | 131* | -20% | ?

A draw from above in order of count of non-hydrogen atoms, high to low.
SMILES | Pf growth 96h | LmPK inh | TbPYK inhibitor | CHX counter | Shiga inhibitor | AmpC no deterg | Pf growth 48h
CCn1c2ccccc2c2cc(NC(=O)COC(=O)Cc3cn4ccsc4n3)ccc21 | ? | 1% | -5% | -3 | 46 | -16% | 16%
O=C(CCc1ccccc1O)N/N=C/c1ccc(Sc2cccc3cccnc23)o1 | 3.7µM* | 0% | -8% | 7 | 25 | -45% | nt
CC(Sc1nc2sc3c(c2c(=O)n1-c1ccccc1)CCCC3)C(=O)O (stereo not drawn) | 23% | 0% | -8% | -3 | -10 | -12% | 0%

Back to the main list, repeating the 3 entries before the break.
SMILES | Pf growth 96h | LmPK inh | TbPYK inhibitor | CHX counter | Shiga inhibitor | AmpC no deterg | Pf growth 48h
N/C(=N\N=C\c1ccnc2ccccc12)SC1CC(=O)N(c2ccc(Br)cc2)C1=O (stereo not drawn) | -5% | 3% | -10% | 1 | -7 | -33% | ?
CCOc1ccc2ccccc2c1/C=N/NC(=O)c1ccncc1 | -20% | 2% | 4% | -1 | 1 | 15% | 14%
COc1ccc(C2=NN(CN3C(=O)C(=O)c4ccccc43)C(c3ccc(OC)cc3)C2)cc1 (stereo not drawn) | ? | -2% | -16% | 76* | 131* | -20% | ?
N#Cc1cc(C#N)c(N2CCN(c3cccc(Cl)n3)CC2)nc1N | 1.7µM* | 0% | -9% | 67* | 89* | -45% | 3.7µM*
Cc1cccc(NC(=O)COc2coc(CN3CCN(c4ccccc4)CC3)cc2=O)c1 | ? | nt | 3% | nt | nt | -3% | 9.3µM*
COc1ccccc1N1CCN(C2CCN(C(=O)COc3cccc(C)c3)CC2)CC1 | ? | 2% | -17% | -4 | -5 | 15% | ?
COCCn1c(N2CCCC2)nc2c1c(=O)[nH]c(=O)n2C | 50%[activator] | 6% | 2% | -2 | -7 | -21% | 13µM*
CC(C(=O)NCC(=O)Nc1ccc(F)c(F)c1F)N1CCN(c2ccc(O)cc2)CC1 (stereo not drawn) | ? | nt | ? | nt | nt | 24% | ?
Cc1noc(/C=C/c2ccco2)c1S(=O)(=O)N1CCC(C(=O)N2CCc3ccccc32)CC1 | -97% | 5% | -1% | 1 | 26 | -14% | nt
COc1ccccc1NC(=O)c1nnn(Cc2ccccc2)c1NC(C)=O | -1% | 5% | 2% | -3 | -17 | -20% | -2%
Cc1ccc(SCCC(=O)N2CCOCC2)cc1 | nt | 0% | 0% | 26* | 82 | -11% | 54%[activator]
Cc1ccccc1NC(=O)CSc1nc2cc3c(cc2cc1C)CCC3 | ? | 4% | -2% | 0 | -6 | -10% | ?
CCOc1ccc(OCC)c(S(=O)(=O)N2CCOCC2)c1 | ? | 0% | -1% | 1 | -4 | 0% | 40%[activator]
Cc1ccc(NC(=O)c2cc3cc(OC(F)(F)F)ccc3[nH]2)cc1 | ? | -1% | 5% | 6 | 5 | -22% | ?
N#CC1=C2Sc3ccccc3N2CCCC1=O | 60%[activator] | 2% | 1% | 31 | 22 | -14% | -4%
COc1cc(C(=O)N2CCCCC2)ccc1OCC(=O)Nc1ccc(F)cc1 | -1% | nt | -12% | nt | nt | -1% | -9%
CCCn1c(-c2ccc[nH]c2=O)nc2ccccc21 | ? | 7% | 3% | -1 | -3 | -5% | 24%
NC(CSCc1ccccc1Cl)C(=O)O (stereo not drawn) | 25% | -2% | -1% | 5 | -7 | -30% | 4%
O=C(Cc1nc2ccccc2[nH]c1=O)c1ccc(Cl)cc1 | 141%[activator] | 3% | -1% | 50* | 66* | -39% | 317%[activator]
O=C(NC1CCCCC1)C(c1ccc2ncccc2c1)N(Cc1ccc(F)cc1)C(=O)c1cccs1 (stereo not drawn) | 10µM* | 1% | -7% | 11 | -12 | -4% | 8.3µM*
CC(=O)c1c(-c2ccccc2)c2cc(Cl)ccc2n(C)c1=O | 6% | 0% | -2% | 1 | 7 | 25% | -25%
CCC(=O)N1N=C(c2c(O)n(CCc3ccccc3)c(=O)[nH]c2=O)CC1c1ccc(OC)c(OC)c1 (stereo not drawn) | ? | 8% | 6% | -3 | -18 | -1% | ?
CCn1c(CNS(=O)(=O)c2ccc(Br)cc2)nnc1SC | 17% | -1% | -3% | 1 | 1 | -8% | 106%[activator]
NC(=O)c1noc(C(=O)N(CC(=O)NC2CCCC2)Cc2ccc3c(c2)OCO3)c1N | -21% | 3% | 7% | -3 | -3 | -19% | -15%
COc1ccccc1NC(=O)c1ccc(NC(=O)COC(=O)CC(NC(=O)c2ccccc2Cl)c2ccccc2)cc1 (stereo not drawn) | 13% | -3% | -2% | -1 | -11 | -21% | ?

Among those listed so far, these have a furan ring, fused or not.
SMILES | Pf growth 96h | LmPK inh | TbPYK inhibitor | CHX counter | Shiga inhibitor | AmpC no deterg | Pf growth 48h
O=C(c1ccco1)N1CCN(C(=S)Nc2ccc(Br)cc2Cl)CC1 | ? | 0% | 4% | 6 | -6 | 20% | 19%
O=C(CCc1ccccc1O)N/N=C/c1ccc(Sc2cccc3cccnc23)o1 | 3.7µM* | 0% | -8% | 7 | 25 | -45% | nt
Cc1noc(/C=C/c2ccco2)c1S(=O)(=O)N1CCC(C(=O)N2CCc3ccccc32)CC1 | -97% | 5% | -1% | 1 | 26 | -14% | nt
